# Bioassay records: PubChem, MTDP
# RNase H inhibition – RNase H inhibition, HIV 1 Gag Pol polyprotein, FRET biochemical assay, screening (AID 372) | HIV-1 RT RNase H, FRET RNA/DNA substrate fluorescence; higher % means a stronger effect | one-dose inhibition, % at 10 µM; IC50 in µM for titrated hits | 100,000 tested, 0.77% active; in the data active = inhibition above about 50%
# Starred values were filed as active, the others as inactive.
SMILES,RNase H inhibition
Cc1cc(C)cc(N2C(=O)NC(=O)/C(=C\c3ccsc3)C2=O)c1,0%
Cc1ccc([N+](=O)[O-])cc1N=Cc1ccc([N+](=O)[O-])o1,7%
C=CCN1C(=O)/C(=C\c2ccc(OC(=O)c3ccc([N+](=O)[O-])cc3)c(OC)c2)SC1=S,17%
CCOc1ccccc1NC(=O)C1C2C3CCC(C3)C12 (stereo not drawn),0%
C(=NCCc1ccccc1)c1ccc(OC2CSC2)cc1,8%
Cc1ccc2oc(-c3ccc(NC(=O)c4cc([N+](=O)[O-])ccc4Cl)cc3O)nc2c1,28%
CCC(C)C(NC(=O)c1ccccc1NC(=O)c1ccc(OC)cc1)C(=O)NCC(C)C (stereo not drawn),16%
CCN(CC)C(=O)c1c(-c2ccccc2)oc2ccc(O)cc12,0%
COc1cccc(C(=O)Nc2ccc3oc(-c4cc(I)ccc4Cl)nc3c2)c1,10%
CCOc1cc(C2C(C(=O)OCCc3ccccc3)=C(C)NC3=C2C(=O)CC(c2ccccc2)C3)cc(Br)c1O (stereo not drawn),19%
Ic1cccc(-c2nc(-c3ccc(Oc4ccccc4)cc3)c(-c3ccc(Oc4ccccc4)cc3)[nH]2)c1,14%
COc1ccc(C2/C(=C(\O)c3ccc(Cl)cc3)C(=O)C(=O)N2c2cccnc2)cc1OC (stereo not drawn),2%
CC(C)=C(NC(=O)c1ccccc1)C(=O)N(C)C,8%
O=C(NOC(=O)c1ccc(Cl)cc1Cl)c1ccc(Cl)cc1,7%
N#CC1=C(N)Oc2c(cc(Cl)c3ccccc23)C1c1ccc(F)c(Br)c1 (stereo not drawn),28%
Cc1ccc(N2C(=O)CC(NCc3ccc4c(c3)OCO4)C2=O)cc1Cl (stereo not drawn),11%
COc1cc(Br)cc(C=Nc2c(C)n(C)n(-c3ccccc3)c2=O)c1O,15%
O=C(Nc1ccc(-c2ccc([N+](=O)[O-])cc2)cc1)c1ccc(Cl)cc1,21%
O=C(NNC(=O)c1ccc(Cl)c([N+](=O)[O-])c1)c1cccc(Br)c1,0%
CCc1ccc(N2C(=O)NC(=O)/C(=C\c3cc(I)c(O)c(OC)c3)C2=O)cc1,15%
O=C(/C=C/Nc1cccc(C(F)(F)F)c1)C(F)(F)F,10%
CCOCCOC(=O)C1=C(C)NC2=C(C(=O)CC(c3ccc(OC)cc3)C2)C1c1cccc2ccccc12 (stereo not drawn),7%
Oc1ccc(-c2cc(-c3ccc(O)cc3)nc(-c3ccccc3)n2)cc1,31%
CCOc1ccc(N=Cc2cc(Cl)ccc2OC)cc1,14%
O=C(NCC1CCCO1)c1ccc2c(c1)C(=O)N(N1C(=O)c3ccccc3C1=O)C2=O (stereo not drawn),0%
O=C(Nc1cccc(C(F)(F)F)c1)c1cnn2c(C(F)(F)F)cc(-c3cccs3)nc12,28%
O=C1OC(c2ccc(Cl)cc2Cl)=N/C1=C/c1ccco1,0%
CCC(Oc1ccccc1)C(=O)Nc1cc(Cl)ccc1OC (stereo not drawn),56%*
Cc1ccc(NC(=O)C2C(c3ccccc3)=C2c2ccccc2)c(C)c1,16%
CC(C)c1ccc(/C=N/NC(=O)C(=O)Nc2cccc(Br)c2)cc1,7%
CC(C)c1ccc(NC(=O)CN2C(=O)c3ccccc3C2=O)cc1,8%
CCOc1cccc(C(=O)Nc2ccc3ccccc3c2)c1,11%
CC(=O)c1ccc(/C=C2\SC(=S)N(C)C2=O)o1,0%
Cc1ccc(N2C(=O)NC(=O)/C(=C\c3cccn3-c3ccc(Br)cc3)C2=O)cc1,31%
CCOC(=O)C(CCCCOc1ccccc1C(C)(C)C)C(=O)OCC,21%
CC(=O)Nc1ccc(NC(=O)c2c(-c3ccccc3Cl)noc2C)cc1,13%
CC(C)(C)c1ccc(C(=O)Nc2ccccc2F)cc1,0%
CCCCSc1nnc2c(n1)OC(c1ccc(OCC)c(OCC)c1)N(C(C)=O)c1ccccc1-2 (stereo not drawn),13%
Cc1nnc(SCC(=O)c2ccc(Cl)cc2Cl)s1,2%
COc1ccc(/C=C/C(=O)Nc2ccc(C)c(Cl)c2)cc1OC,15%
Cc1ccc(-n2[nH]c(=O)c(/C=C3\C=Nc4ccccc43)c2O)cc1Cl,12%
CC(=O)N1CCN(c2ccc(NC(=O)c3cccc(Cl)c3)cc2)CC1,5%
Cc1ccc(-n2nc3cc(C)c(NC(=O)c4cccnc4)cc3n2)cc1,2%
CC(C)N(CCC#N)S(=O)(=O)c1ccc([N+](=O)[O-])cc1,13%
CCc1ccc(-n2nc3ccc(NC(=S)NC(=O)c4cccc(F)c4)cc3n2)cc1,5%
Cc1ccc(/C=N/N=C(c2ccccc2)c2ccccc2)o1,10%
O=c1cc(-c2ccccc2)nc2c(-c3cccc4ccccc34)c(Cc3ccccc3)[nH]n12,11%
CCOC(=O)c1c(C)nn2c1NC(c1ccc(Cl)cc1)CC2C(F)(F)F (stereo not drawn),22%
Cc1ccccc1C(=O)N1CCC(Cc2ccccc2)CC1,7%
O=[N+]([O-])c1ccc2c(c1)C1C=CCC1C(C1CC=CCC1)N2 (stereo not drawn),15%
CCOC(=O)c1c(-c2ccccc2)oc2c1C(=O)c1ccccc1C2=O,5%
N#CC1=C(N)Oc2c(c(=O)oc3ccccc23)C12C(=O)Nc1ccc(Br)cc12 (stereo not drawn),10%
Cc1cc(OCCCCNCCO)cc(C)c1Cl,6%
COc1ccc(CNc2ccc(Br)c(C)c2)cc1Br,9%
CCN(CC)CCCOc1ccc(C)cc1C(C)(C)C,34%
Cc1ccc(-c2cc(C(=O)Nc3ccc(Cl)c(Cl)c3)c3ccccc3n2)cc1,14%
O=C(/C=C/c1ccc(-c2cccc([N+](=O)[O-])c2)o1)c1ccc(F)cc1,14%
COc1ccc(Cl)cc1N(CC(=O)Nc1ccc(F)cc1)S(=O)(=O)c1ccc(C)cc1,12%
CC(=O)Nc1nc(C)c(-c2csc(Nc3ccc(N(C)C)cc3)n2)s1,23%
CCOC(=O)C1=C(C)N=c2s/c(=C\c3cc(Cl)ccc3O)c(=O)n2C1c1ccc(OC)c(OC)c1 (stereo not drawn),10%
# Next structures
SMILES,RNase H inhibition
CCOC(=O)Nc1sc2c(c1C(=O)OCC)CCC(CC)C2 (stereo not drawn),10%
CN(C)c1ccc(/C=C2/C(=O)NN(c3ccc(F)c(Cl)c3)C2=O)cc1,14%
CC(=O)c1ccc(S(=O)(=O)NCc2cccnc2)cc1,0%
COC(=O)C1=C(C)N(CC2CCCO2)C(=O)/C1=C\c1ccc(OC)cc1OC (stereo not drawn),12%
O=C(/C=C/c1ccccc1)Nc1ccc2c(c1)C(=O)c1ccccc1C2=O,49%
Cc1ccc2oc(-c3cccc(NC(=O)/C=C/c4ccc(Cl)cc4)c3C)nc2c1,32%
O=C(Nc1nn[nH]n1)C1C2CC3CC(C2)CC1C3 (stereo not drawn),0%
CC1CCc2c(sc(NC(=O)/C=C/c3ccc(Cl)c(Cl)c3)c2C(N)=O)C1 (stereo not drawn),11%
Nc1nc2ccc3c(c2s1)CCCC3,8%
O=c1oc2c(Br)cc(Br)cc2cc1-c1nc(-c2cccs2)cs1,9%
CCOC(=O)C1=C(N)OC2=C(C(=O)CCC2)C1c1ccc(Cl)cc1 (stereo not drawn),10%
CCN(CC)C(=O)CN(c1cccc(C(F)(F)F)c1)S(C)(=O)=O,3%
O=C(Nc1ccc(Cl)cc1)Nc1nnc(Cc2ccc(Cl)cc2)s1,14%
O=P(CN1CCCCC1)(c1ccccc1)c1ccccc1,4%
O=C1Nc2ccc(Br)c3cccc1c23,19%
C=CCOc1ccccc1/C=N/NC(=O)c1ccc(OCc2ccccc2)cc1,11%
CCOC(=O)C1=C(O)/C(=C/c2ccc(N(C)C)cc2)N=C1C,8%
Cc1cc(Br)cc2c(N=Nc3ccc([N+](=O)[O-])cc3)c(O)n(C)c12,4%
Cc1ccc2[nH]c(O)c(N=NC(=O)c3ccc(O)cc3)c2c1Br,11%
COc1ccc(CCNS(=O)(=O)c2cc(/C=C/C(=O)O)ccc2OC)cc1OC,4%

# Reformatted as tab-separated lines: part of the list above.
compound	RNase H inhibition
CCOC(=O)C1=C(C)N=c2s/c(=C\c3cc(Cl)ccc3O)c(=O)n2C1c1ccc(OC)c(OC)c1 (stereo not drawn)	10%
CCOC(=O)Nc1sc2c(c1C(=O)OCC)CCC(CC)C2 (stereo not drawn)	10%
CN(C)c1ccc(/C=C2/C(=O)NN(c3ccc(F)c(Cl)c3)C2=O)cc1	14%
CC(=O)c1ccc(S(=O)(=O)NCc2cccnc2)cc1	0%
COC(=O)C1=C(C)N(CC2CCCO2)C(=O)/C1=C\c1ccc(OC)cc1OC (stereo not drawn)	12%
O=C(/C=C/c1ccccc1)Nc1ccc2c(c1)C(=O)c1ccccc1C2=O	49%
Cc1ccc2oc(-c3cccc(NC(=O)/C=C/c4ccc(Cl)cc4)c3C)nc2c1	32%
O=C(Nc1nn[nH]n1)C1C2CC3CC(C2)CC1C3 (stereo not drawn)	0%
CC1CCc2c(sc(NC(=O)/C=C/c3ccc(Cl)c(Cl)c3)c2C(N)=O)C1 (stereo not drawn)	11%
Nc1nc2ccc3c(c2s1)CCCC3	8%
O=c1oc2c(Br)cc(Br)cc2cc1-c1nc(-c2cccs2)cs1	9%
CCOC(=O)C1=C(N)OC2=C(C(=O)CCC2)C1c1ccc(Cl)cc1 (stereo not drawn)	10%
CCN(CC)C(=O)CN(c1cccc(C(F)(F)F)c1)S(C)(=O)=O	3%
O=C(Nc1ccc(Cl)cc1)Nc1nnc(Cc2ccc(Cl)cc2)s1	14%
O=P(CN1CCCCC1)(c1ccccc1)c1ccccc1	4%
O=C1Nc2ccc(Br)c3cccc1c23	19%
C=CCOc1ccccc1/C=N/NC(=O)c1ccc(OCc2ccccc2)cc1	11%
CCOC(=O)C1=C(O)/C(=C/c2ccc(N(C)C)cc2)N=C1C	8%
Cc1cc(Br)cc2c(N=Nc3ccc([N+](=O)[O-])cc3)c(O)n(C)c12	4%
Cc1ccc2[nH]c(O)c(N=NC(=O)c3ccc(O)cc3)c2c1Br	11%
COc1ccc(CCNS(=O)(=O)c2cc(/C=C/C(=O)O)ccc2OC)cc1OC	4%

# (cont.)
SMILES,RNase H inhibition
CCCC(=O)Nc1cccc(NC(=O)c2cc([N+](=O)[O-])ccc2Br)c1,6%
COc1cc(C(=O)Oc2ccc3c(C)cc(=O)oc3c2C(C)=O)cc(OC)c1OC,0%
Cc1ccc(NC(=O)c2ccccc2C(F)(F)F)c(C)c1,0%
Cc1ccccc1NC(=O)CC1SC(N)=NC1=O (stereo not drawn),3%
CC1=C(C(=O)Nc2nc3ccccc3s2)C(c2ccc(F)cc2)C2=C(CCCC2=O)N1 (stereo not drawn),0%
CC(=O)Oc1ccc(C(=O)NCc2ccc3c(c2)OCO3)cc1,18%
CC(O)CNCCNc1ccc(C(F)(F)F)cc1[N+](=O)[O-] (stereo not drawn),18%
Cc1ccc(C(c2ccc(C)o2)c2ccccc2Br)o1,7%
O=C(Nc1c(F)c(F)c(F)c(F)c1F)c1ccccc1F,0%
CCOC(=O)c1ccc(NC(=O)c2ccccc2CCc2ccccc2)cc1,21%
COC(=O)c1ccccc1NC(=O)c1ccc(Br)o1,10%
O=c1oc(-c2ccco2)nc2cc(Cl)ccc12,1%
COc1cc(C=C2C(=O)NC(=O)NC2=O)ccc1OCCC(C)C,6%
CCC(CC)NCc1cccc(OC)c1OC,18%
FC(F)(F)c1ccc(CN2CCN(Cc3c[nH]c4ccccc34)CC2)cc1,4%
COc1ccc(OCCCCS)cc1,11%
COc1ccc(OC)c(NC(=O)c2ccc(N(C)S(=O)(=O)c3ccccc3)cc2)c1,13%
CSC1=NC2(CCCCC2)Cc2ccccc21,0%
CC1(C)CC(=O)C2=C(C1)OC1=C(C(=O)CC(C)(C)C1)C2c1ccc(OCC(=O)O)cc1,9%
CCOC(=O)C1=C(C)N=c2s/c(=C3\C(=O)N(CC)c4ccccc43)c(=O)n2C1c1ccccc1 (stereo not drawn),18%
O=C(Nc1cc(C(F)(F)F)cc(C(F)(F)F)c1)c1ccc([N+](=O)[O-])o1,2%
CC[n+]1cn(Cn2c[n+](CC)c3ccc(Cl)cc32)c2cc(Cl)ccc21,17%
COC(=O)c1cccc(NC(=O)c2ccc3c(c2)C(=O)N(C(C)(C)C)C3=O)c1,2%
C=CCOc1ccc(/C=C2/C(=O)ON=C2c2ccccc2)cc1,19%
CCc1ccccc1N(CC(=O)OC)S(C)(=O)=O,3%
N#C/C(=C\c1ccc(-c2ccc(Cl)cc2)o1)c1ccccc1,17%
O=C(O)COc1ccccc1/C=N/NC(=O)COc1ccc(Cl)cc1Cl,0%
O/N=C1\CCCc2c1nc(-c1ccccc1Cl)n2O,0%
O=C1CC(c2ccccc2)CC2=C1C(c1ccc(F)c(F)c1)Nc1ccccc1N2 (stereo not drawn),0%
CCc1ccccc1NC(=O)C(=O)NC(C)c1ccccc1 (stereo not drawn),2%
O=[N+]([O-])c1cccc(C2Nc3ccc4ccccc4c3C3C=CCC32)c1 (stereo not drawn),27%
COC(=O)c1ccc(N2C(=O)CC(SCCN)C2=O)cc1 (stereo not drawn),10%
CCOC(=O)C1=C(C)N=c2s/c(=C\c3ccc4c(c3)OCO4)c(=O)n2C1c1ccc(OC)c(Br)c1 (stereo not drawn),9%
COCCCN1C(=O)/C(=C\c2ccc(F)cc2)C(C(=O)OC)=C1C,12%
CC1CCC(N2CCN(S(=O)(=O)c3ccc(Cl)cc3)CC2)CC1 (stereo not drawn),2%
CCC(C)NC(=O)CN(c1cccc(Br)c1)S(C)(=O)=O (stereo not drawn),8%
CCC1CCCCN1S(=O)(=O)c1ccc(F)cc1 (stereo not drawn),4%
Cc1occc1C(=O)Nc1cccc(O)c1,0%
FC1(F)C2C3OC(C4C5C=CC(O5)C34)C2C1(F)F (stereo not drawn),1%
CCCOC(=O)c1ccc(NC(=O)C(c2ccccc2)c2ccccc2)cc1,16%
O=C1SC(Nc2ccc(-c3ccccc3)cc2)C(=O)N1c1ccccc1 (stereo not drawn),33%

# Only part of the results is shown; the hit share may differ from the screen's.
